Screening data (PubChem)
GRP78 ERSR act: inducers of ER stress response in human glioma cells. U87-MG GRP78 promoter luciferase reporter, 16 h. Potency, µM, inactives show top-dose activation, most hits filed as activators. 0.02% of 420,000 active. AID 602332; also: potency is read from the fitted curve at half-maximal effect; series mostly up to about 76 µM; % of control where 0% means no effect; nearly all actives have a fitted effect of over 35% in size
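ERSR induction read as luciferase luminescence (Bright-Glo, 10 min at room temperature) in stably transfected human U87-MG glioma cells exposed to compounds for 16 h, using GRP78 as sensor.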
RGS4 inhibitor: inhibitors of human regulator of G protein signaling 4. P49798. Transcreener GDP fluorescence polarization, RGS4-accelerated GTP hydrolysis. Potency, µM (doses to about 114 µM), for the others: at the highest dose activity change, negative = inhibition, most hits filed as inhibitors. 0.039% of 390,000 active. AID 504845; also: potency is read from the fitted curve at half-maximal effect; % is scaled to controls: 0 for no effect and ±100 for the full control effect; nearly all actives have a fitted effect of over 75% in size; some results filed as inactive show a strong effect at the top dose
Target sequence (P49798 whole entry, looked up): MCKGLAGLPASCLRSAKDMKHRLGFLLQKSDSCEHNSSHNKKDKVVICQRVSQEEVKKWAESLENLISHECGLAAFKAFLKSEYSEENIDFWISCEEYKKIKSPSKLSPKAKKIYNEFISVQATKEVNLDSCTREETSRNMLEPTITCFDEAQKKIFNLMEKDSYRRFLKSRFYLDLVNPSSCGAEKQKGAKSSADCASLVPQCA
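MLSMR compounds (23 nl, pin-transferred) preincubated 10 min at room temperature with a 500nM (2x) first reagent, then RGS4 at 900nM (2x) plus Transcreener GDP mix added; fluorescence polarization (620/688 nm) read before and after 90 min at 30 °C.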
D2 agonist: agonists of human D2 dopamine receptor. P14416. HEK293 T-REx D2 cells, calcium flux agonist mode. activation, % at 2 µM. 0.53% of 340,000 active;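 active = activation over 3 SD above normal in the single-dose calcium agonist read, cut at about 30% in these data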; also: 0% is about no effect
Target sequence (P14416 whole entry, looked up): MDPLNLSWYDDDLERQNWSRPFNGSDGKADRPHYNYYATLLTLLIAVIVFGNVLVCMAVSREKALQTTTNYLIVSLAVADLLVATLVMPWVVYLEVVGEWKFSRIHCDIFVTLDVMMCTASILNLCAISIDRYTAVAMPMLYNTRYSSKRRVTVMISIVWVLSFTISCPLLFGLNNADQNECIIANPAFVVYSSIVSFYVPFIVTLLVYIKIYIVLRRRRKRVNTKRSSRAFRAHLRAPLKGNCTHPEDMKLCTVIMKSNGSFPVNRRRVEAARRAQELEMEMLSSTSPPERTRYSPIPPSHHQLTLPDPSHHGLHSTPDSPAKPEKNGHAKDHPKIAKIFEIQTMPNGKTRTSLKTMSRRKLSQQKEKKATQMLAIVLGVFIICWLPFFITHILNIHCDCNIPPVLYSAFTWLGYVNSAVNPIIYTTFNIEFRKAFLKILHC
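Calcium-flux readout, 1 cycle/sec over 180 s following compound pin transfer, in inducible HEK293 Trex D2 cells (force-coupled); dopamine controls included. Positive calcium responses during this window marked compounds as potential agonists.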
Vif-APOBEC3F blk: Vif-A3F binding inhibition | Potency, µM (top dose mostly 46.1 µM), without a hit: at the top dose activity, negative = active | HeLa A3F-eYFP + Vif (tagged APOBEC3F with the HIV-1 protein that degrades it), YFP fluorescence increase | 0.2% of 390,000 active; also: potency is read from the fitted curve at half-maximal effect; % of control where 0% means no effect; nearly all actives have a fitted effect of over 65% in size
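Fluorescence increase (Ex 488/Em 500-530) after overnight compound treatment at 37 deg C flags inhibition of Vif-driven A3F-eYFP loss in stable HeLa A3F-eYFP/Vif cells seeded overnight beforehand.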
LDHA block: inhibitors of human lactate dehydrogenase A; P00338; purified LDHA, NADH/diaphorase-resazurin fluorescence; stronger effect = lower value; activity change, % (values are at about 110 or 230 µM); 0.15% of 480,000 active; in the data active = activity change below about -30%; inconclusive = mostly about -25% to -30%;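 also: plate controls were DMSO wells for no effect and wells without enzyme for full effect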
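Human LDH5 (2 nM) was incubated with 0.06 mM NADH and 0.2 mM pyruvate for 5 min at room temperature in Tris pH 7.4. Remaining NADH was coupled through diaphorase/resazurin, and resorufin fluorescence was read at 0 and 20 min.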
12-LOX inh: inhibitors of human 12S-lipoxygenase ALOX12; 1.1% of 580,000 active; purified 12hLO, xylenol orange hydroperoxide absorbance; Potency, µM (titrated, usually from 108 µM), inactives show at the top dose activity change, negative = inhibition, most hits filed as inhibitors; P18054; AID 1671190; also: potency is read from the fitted curve at half-maximal effect; % is scaled to controls: 0 for no effect and ±100 for the full control effect
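Purified human 12hLO at 150 nM in 25 mM Hepes, 0.01% Triton X-100, pH 7.0, preincubated 15 min at room temperature with compound. Reaction started with 40 uM arachidonic acid, 30 min at room temperature. Hydroperoxide measured by Fe-xylenol orange, 573/405 nm absorbance ratio.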
D2 antag: antagonizes the human D2 dopamine receptor | P14416 | HEK293 TREx D2 cells, calcium flux, dopamine EC80 | inhibition, % at 10 µM | 2% of 340,000 active | AID 485344; in the data active = inhibition above about 30%; also: 0% is about no effect
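Inhibition of EC80 dopamine-driven calcium flux, recorded kinetically, defines activity here; cells are a tetracycline-induced HEK293 T-REx line expressing force-coupled D2.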
ERG-DNA inh: inhibitors of human ERG Ets domain-DNA interaction | P11308 | fluorescence polarization, His-ERG Ets domain / labelled DNA | Potency, µM (series often up to 76.9 µM), inactives show at the highest dose FP activity, negative = inhibition, hits mostly inhibitors | 0.028% of 370,000 active; active = well fitted inhibition curve with a large enough effect in the polarisation, with a control signal flat; inconclusive = small, poorly fitted or top-dose-only effect, or effect the other way, or a change in a side signal; inactive = no such curve, though single readings can be large or run the other way; the % refers to the polarisation;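 also: polarization taken with two DNA probes labelled with fluorescein and Texas red; potency is read from the fitted curve at half-maximal effect; % of control where 0% means no effect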
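His-tagged ERG Ets domain (1 uM in the protein solution; 300mM KCl, 50mM Tris-HCl, 1mM EDTA, 1mM DTT, pH 7.5) received compound, then a probe mix of 5 nM fluorescein-DNA and 100nM Texas-615-DNA. Fluorescence polarization was read for both dyes.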
Vif-APOBEC3G blk: blocks the Vif interaction with human APOBEC3G; HeLa A3G-eYFP + Vif (tagged APOBEC3G with the HIV-1 protein that degrades it), YFP fluorescence, overnight; 0.076% of 410,000 active; Potency, µM (titrated, usually from 46.1 µM), for inactives: at the top dose activity, negative = active, usual class: inhibitors; Q9HC16;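 also: potency is read from the fitted curve at half-maximal effect; % is scaled to controls: 0 for no effect and ±100 for the full control effect; nearly all actives have a fitted effect of over 60% in size; hits raise eYFP signal because A3G escapes Vif-driven loss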
Target sequence (Q9HC16 whole entry, looked up): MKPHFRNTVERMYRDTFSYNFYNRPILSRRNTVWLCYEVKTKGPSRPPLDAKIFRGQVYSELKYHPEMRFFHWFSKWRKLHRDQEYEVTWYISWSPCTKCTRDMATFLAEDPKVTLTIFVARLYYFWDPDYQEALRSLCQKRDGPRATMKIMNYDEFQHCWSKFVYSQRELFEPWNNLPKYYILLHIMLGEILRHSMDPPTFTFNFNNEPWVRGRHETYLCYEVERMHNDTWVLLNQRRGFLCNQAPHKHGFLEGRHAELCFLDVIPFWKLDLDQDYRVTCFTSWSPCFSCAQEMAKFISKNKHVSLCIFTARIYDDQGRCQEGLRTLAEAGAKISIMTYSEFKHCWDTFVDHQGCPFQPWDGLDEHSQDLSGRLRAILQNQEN
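Read-out is eYFP fluorescence (Ex 488/Em 500-530) from Vif-expressing HeLa A3G-eYFP cells; more signal means A3G escaped Vif-mediated degradation. Cells plated overnight, compound pinned in, incubated overnight at 37 deg C.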
* = called active by the depositor; u = inconclusive; x = no result given; & = joins results of further samples; [ ] = remark or other dose. Unless noted, calls follow the shape of the dose curve; as a rule, active = well fitted curve in the direction sought with a large enough effect; inconclusive = small, poorly fitted or top-dose-only effect, or another doubt; inactive = no such curve, though single readings can be large; an effect the other way counts as inactive or inconclusive. This is a subset; rates above refer to the full screens.

The first 13 entries, ahead of the listing:
SMILES	D2 antag	GRP78 ERSR act	Vif-APOBEC3G blk	RGS4 inhibitor	Vif-APOBEC3F blk	ERG-DNA inh	D2 agonist	LDHA block	12-LOX inh
O=C(CCNC(=O)C1CCN(S(=O)(=O)c2ccccc2)CC1)NCc1cccc(Cl)c1	3	-2%	-4%	-34%	-17%	5%	1.3	0	-5%
Cc1nnc(NC(=O)CSc2ncc(-c3ccccc3)[nH]2)s1	3	5%	-7%	-14%	-20%	-5%	0.4	-5	u
COc1ccccc1CCC(=O)OCC(=O)Nc1ccc(C)c(S(=O)(=O)N2CCCCC2)c1	8	-4%	-6%	2%	-1%	6%	1.1	-5	-3%
CN(C)c1ccc(NS(=O)(=O)c2cccc(Cl)c2)cc1	-15	-2%	-3%	5%	-26%	-14%	-2.0	9	u
Cn1c(C(=O)N2CCN(c3ccc(F)cc3)CC2)cc2ccccc21	7	-1%	0%	-11%	8%	-1%	-0.5	-2	-28%
CCN(CC)C(=O)Cn1cc(SCC(=O)NC)c2ccccc21	-9	-1%	-3%	-29%	5%	3%	-0.1	-4	-17%
COc1ccc(NC(=O)C=C(C)C)cc1Cl	-7	1%	-1%	-15%	-7%	x	0.9	-1	-12%
CC(C)Cn1c(=O)c2ccccc2n2c(CCC(=O)Nc3cccc(Cl)c3)nnc12	x	-2%	5%	4%	-4%	-1%	-0.1	-9	-13%
CC(=O)Nc1ccc(CN2CCCCCCC2)cc1	3	-4%	2%	1%	-5%	4%	-1.3	-15	u
C[C@@H](C(=O)N1CCN(C(=O)OC(C)(C)C)CC1)n1cc(CCCN=C(NC(=O)OC(C)(C)C)NC(=O)OC(C)(C)C)nn1	8	-1%	-1%	-16%	5%	-7%	-0.2	4	u
Cc1ccc2oc(=O)c3cnn(CC(=O)N4CCc5ccccc5C4)c3c2c1	26	-5%	2%	-18%	0%	10%	-2.3	5	379%[activator]
COc1ccc(Cc2c(-c3ccco3)nc3ccc(Br)cn23)c(C)c1	x	-11%	u	x	x	x	x	-2	u
CCc1nn(CC(=O)NC(C)CCc2ccccc2)c(=O)c2cc3occc3n12 (centres undefined)	-17	-3%	1%	-24%[11.4 µM]	-23%	5%	-0.1	-4	-14%

All compounds of this part, from the first entry:
SMILES	D2 antag	GRP78 ERSR act	Vif-APOBEC3G blk	RGS4 inhibitor	Vif-APOBEC3F blk	ERG-DNA inh	D2 agonist	LDHA block	12-LOX inh
O=C(CCNC(=O)C1CCN(S(=O)(=O)c2ccccc2)CC1)NCc1cccc(Cl)c1	3	-2%	-4%	-34%	-17%	5%	1.3	0	-5%
Cc1nnc(NC(=O)CSc2ncc(-c3ccccc3)[nH]2)s1	3	5%	-7%	-14%	-20%	-5%	0.4	-5	u
COc1ccccc1CCC(=O)OCC(=O)Nc1ccc(C)c(S(=O)(=O)N2CCCCC2)c1	8	-4%	-6%	2%	-1%	6%	1.1	-5	-3%
CN(C)c1ccc(NS(=O)(=O)c2cccc(Cl)c2)cc1	-15	-2%	-3%	5%	-26%	-14%	-2.0	9	u
Cn1c(C(=O)N2CCN(c3ccc(F)cc3)CC2)cc2ccccc21	7	-1%	0%	-11%	8%	-1%	-0.5	-2	-28%
CCN(CC)C(=O)Cn1cc(SCC(=O)NC)c2ccccc21	-9	-1%	-3%	-29%	5%	3%	-0.1	-4	-17%
COc1ccc(NC(=O)C=C(C)C)cc1Cl	-7	1%	-1%	-15%	-7%	x	0.9	-1	-12%
CC(C)Cn1c(=O)c2ccccc2n2c(CCC(=O)Nc3cccc(Cl)c3)nnc12	x	-2%	5%	4%	-4%	-1%	-0.1	-9	-13%
CC(=O)Nc1ccc(CN2CCCCCCC2)cc1	3	-4%	2%	1%	-5%	4%	-1.3	-15	u
C[C@@H](C(=O)N1CCN(C(=O)OC(C)(C)C)CC1)n1cc(CCCN=C(NC(=O)OC(C)(C)C)NC(=O)OC(C)(C)C)nn1	8	-1%	-1%	-16%	5%	-7%	-0.2	4	u
Cc1ccc2oc(=O)c3cnn(CC(=O)N4CCc5ccccc5C4)c3c2c1	26	-5%	2%	-18%	0%	10%	-2.3	5	379%[activator]
COc1ccc(Cc2c(-c3ccco3)nc3ccc(Br)cn23)c(C)c1	x	-11%	u	x	x	x	x	-2	u
CCc1nn(CC(=O)NC(C)CCc2ccccc2)c(=O)c2cc3occc3n12 (centres undefined)	-17	-3%	1%	-24%[11.4 µM]	-23%	5%	-0.1	-4	-14%
CSC(=NC(C)c1ccccc1)NS(=O)(=O)c1cccs1 (centres undefined)	-3	-3%	3%	14%	-7%	-1%	-0.7	-11	-18%
CC(=C1C(=O)c2ccccc2C1=O)N1CCN(CCN=CC2=C(O)CC(C)(C)CC2=O)CC1	3	0%	0%	-2%	0%	x	0.2	2	-1%
CCC(CC)C(=O)OCc1cc(=O)n2nc(C3CC3)sc2n1	x	-2%	0%	17%	-3%	-1%	-0.4	-3	-4%
COc1ccc(S(=O)(=O)N2CCCCCC2)cc1C(=O)N(C)CC(=O)Nc1ccccc1Br	-22	-1%	0%	2%	1%	0%	0.3	-5	12%
COCCNc1cc(C)nc2c(-c3ccccc3OC)c(C)nn12	4	-4%	2%	8%	1%	-3%	-2.6	-5	23%
CCc1cc2c(cc3c(=O)n(CC(=O)NCCCN4CCCCCC4)nc(CC)n32)s1	33*	-3%	2%	-13%	3%	-8%	-0.6	1	3%
CCC(=O)c1ccccc1OCCCN1CCC(Cc2ccccc2)CC1	97*	-4%	-2%	-3%	-25%	8%	-0.1	-8	6.3µM*
CCC1CCCCN1CCCNC(=O)Cn1ncn2nc(-c3ccc(OC)cc3)cc2c1=O (centres undefined)	25	-2%	2%	3%[11.4 µM]	1%	-7%	-0.5	-1	15%
COc1ccc(/C=C/C(=O)O)cc1S(=O)(=O)N1CCc2ccccc2C1	12	-1%	0%	1%	-13%	-3%	-1.1	-3	4%
CC(=O)/C=C(\C)Nc1ccccc1O	-16	-4%	-22%	-27%	-3%	-17%	0.7	7	0%
Cc1ccc(-n2nc(C)c(C(=O)N3CCN(C(=O)c4ccco4)CC3)c2-n2cccc2)cc1	2	-3%	7%	-8%[56.9 µM]	1%	-2%	-0.2	-2	29%
O=C(COC(=O)c1ccco1)c1ccccc1	-4	2%	0%	-7%	-8%	-1%	2.8	-6	1%
COc1ccc(NC(=O)CN(C)C(=O)C(C)N2C(=O)c3ccccc3C2=O)cc1 (centres undefined)	1	-2%	1%	12%	-11%	-8%	-1.4	-3	0%
Cn1cc(C(=O)c2ccccc2C(=O)O)cc1C(=O)C(Cl)(Cl)Cl	-33	-3%	3%	1%	-2%	8%	0.9	-14	0%
CN(C)CCn1c2c(c(SCC(=O)Nc3ccc4c(c3)OCCO4)nc1=O)CCC2	-6	-2%	1%	-10%	5%	-1%	-0.3	-2	-3%
C[C@@H](NC(=O)c1nc[nH]c1C(=O)N[C@@H](Cc1ccccc1)C(=O)OC(C)(C)C)c1ccccc1	-1	0%	-15%	-32%	0%	17%	0.0	6	-4%
Clc1ccc(SCc2cn3ccccc3n2)cc1	-5	0%	0%	-30%	-3%	-6%	0.8	-8	-8%
CCCCOc1ccc(SCCCN2CCOCC2)cc1	x	0%	0%	17%	-16%	0%	x	-7	-23%
CCN(CC(=O)Nc1cccc(S(=O)(=O)N(C)c2ccccc2)c1)Cc1cccs1	-17	-2%	1%	-17%	-6%	6%[15.4 µM]	0.1	-6	432%[activator]
Cn1c(=O)[nH]c(=O)c2c1nc(N(CCO)Cc1ccccc1)n2Cc1ccccc1Cl	73*	-2%	-3%	-8%	6%	1%	0.4	-10&0	3%&0%
CCOc1ccc(CN(C)C(=O)Cc2c[nH]c3ccccc23)cc1	2	-1%	3%	22%	0%	6%	-0.4	-10	0%
Nc1nc(F)cc(N2CCCCCC2)n1	-18	-3%	0%	-2%	7%	0%	1.2	4	-2%
O=C(C1CCN(S(=O)(=O)c2ccccc2F)CC1)N1CCCC1	x	-5%	-2%	-38%	-12%	-5%	x	-7	1%
CCOC(=O)c1cnc2ccc(OCC)cc2c1Nc1ccc(OCc2ccccc2Cl)cc1	x	-7%	6%	-6%	-15%	2%	0.9	-4	u
Cc1ccc(S(=O)(=O)N(CC(=O)N2CCCCCC2)c2ccccc2F)cc1	-3	2%	2%	-4%	0%	22%	-0.6	-2	13%
CCCCC(=O)Nc1ccc(C(=O)NNC(=S)NC(=O)c2ccco2)cc1	x	-1%	0%	0%	9%	-16%	x	0	6%
